Assay outcomes as filed in PubChem BioAssay.
Candida biofilm: kills Candida albicans biofilms; inhibition, % at 6 µM; AID 834; C. albicans biofilm + clotrimazole, Alamar Blue; 85,000 compounds, 0.14% hits;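 active = inhibition above 20%; inactive = inhibition below 20%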;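 also: preformed 24 hr biofilms exposed to compound for 48 hr; 0% = biofilm without compound and 100% = blank killed by clotrimazole plus chlorhexidine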
ERa SRC1 pot: enhances coactivator binding to human estrogen receptor alpha. AID 639. P03372. 86,000 compounds, 1.3% hits. TR-FRET ERalpha-LBD/SRC-Cy5 coactivator binding, 2 h; 100 = basal binding, no effect. coactivator binding (% of control), % at 25.6 µM; in the data active = activity above about 200%;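 also: binding measured in presence of low estradiol as agonist stimulus; 0% = peptide alone without receptor and 100% = receptor with peptide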
MT1-MMP txn act: MT1-MMP promoter transcription activation; HT1080 MT1-MMP promoter luciferase reporter, luminescence, overnight; stronger effect = higher value; activation factor at 10 µM; 86,000 compounds, 0.16% hits; AID 750;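 active = activation factor of at least 2 for MT1-MMP transcription at 10 µM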
CD11b adhes inh: CD11b/CD18-fibrinogen binding inhibition; P05107+P11215; K562 CD11b/CD18 adhesion to fibrinogen, ATPlite luminescence; Mn2+ added to activate the integrin; inhibition, % at 10 µM; 93,000 compounds, 0.54% hits;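 active = primary inhibition of 50% or more at 10 µM, then 40% or more on retest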; also: some results filed as inactive read as strong as hits
Target sequence (P05107 whole entry, looked up, other chains not shown): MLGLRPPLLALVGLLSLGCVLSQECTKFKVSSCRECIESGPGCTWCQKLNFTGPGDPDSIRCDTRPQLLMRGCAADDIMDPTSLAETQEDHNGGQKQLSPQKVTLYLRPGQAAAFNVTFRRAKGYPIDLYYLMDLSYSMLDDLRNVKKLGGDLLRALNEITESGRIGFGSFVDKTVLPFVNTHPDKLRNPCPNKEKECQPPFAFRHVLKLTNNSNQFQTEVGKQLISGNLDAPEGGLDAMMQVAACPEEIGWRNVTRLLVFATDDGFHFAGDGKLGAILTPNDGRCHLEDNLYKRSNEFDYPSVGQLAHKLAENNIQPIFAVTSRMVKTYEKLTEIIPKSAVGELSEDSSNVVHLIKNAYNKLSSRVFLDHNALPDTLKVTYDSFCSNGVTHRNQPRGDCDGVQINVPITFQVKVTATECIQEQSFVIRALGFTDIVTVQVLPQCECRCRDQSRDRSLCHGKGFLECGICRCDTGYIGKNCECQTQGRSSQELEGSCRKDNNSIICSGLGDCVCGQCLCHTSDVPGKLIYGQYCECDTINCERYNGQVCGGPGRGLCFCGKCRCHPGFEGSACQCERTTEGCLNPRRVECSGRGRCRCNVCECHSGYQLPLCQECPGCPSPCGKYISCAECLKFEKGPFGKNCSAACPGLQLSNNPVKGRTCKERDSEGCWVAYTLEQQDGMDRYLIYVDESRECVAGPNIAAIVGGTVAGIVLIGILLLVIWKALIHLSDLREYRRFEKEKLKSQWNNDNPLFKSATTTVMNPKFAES
CD11b adhes enh: CD11b/CD18-fibrinogen binding enhancement; AID 1499; 93,000 compounds, 0.07% hits; P05107+P11215; activation, % at 10 µM; K562 CD11b/CD18 adhesion to fibrinogen, ATPlite luminescence;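 active = 10 µM primary screen giving 50% or more activity, confirmed by 40% or more on retest at that dose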; also: strong numbers were not always called active; reference of the scale not given here
Smad3 inh: blocks human Smad3 binding to FoxH1 peptide; P84022; TR-FRET Smad3/Dy647-FoxH1 peptide binding, europium anti-His; inhibition, % at 25 µM; 88,000 compounds, 0.29% hits; AID 630;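 active = compounds that reduce the energy-transfer binding signal between the protein and its labelled peptide by more than half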;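 also: 0% = Smad3 plus labelled peptide maximal FRET and 100% = peptide-only background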
sEH act: increases human soluble epoxide hydrolase activity; P34913; purified human sEH enzymatic activity, activator screen; activation, % at 2 µM; 91,000 compounds, 0.04% hits; AID 717; in the data active = activation above about 37%; also: values of inactives mirror those of a sister screen read the other way
ERb SRC1 inh: ER-beta (human) coactivator binding inhibition; Q92731; TR-FRET ER-beta LBD / SRC1-Cy5 peptide binding; receptor agonist-loaded with 1 µM estradiol; inhibition, % at 25.6 µM; 86,000 compounds, 1.3% hits; AID 633;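 active = compounds whose percent inhibition of the receptor-coactivator binding signal exceeds about 50% in the single-dose screen, limit read from the data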;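 also: 0% = receptor plus peptide wells without compound and 100% = peptide-only wells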
sEH inhibitor: soluble epoxide hydrolase (human) inhibition | AID 707 | recombinant human sEH enzymatic activity assay | inhibition, % at 2 µM | P34913 | 91,000 compounds, 0.34% hits; in the data active = inhibition above about 80%; also: values of inactives mirror those of a sister screen read the other way; many of its hits are not listed in these tables
* hit, by the source's call; nt = not tested or not shown; [ ] = dose if it differs, or a comment.

SMILES | Candida biofilm | ERa SRC1 pot | MT1-MMP txn act | CD11b adhes inh | CD11b adhes enh | Smad3 inh | sEH act | ERb SRC1 inh | sEH inhibitor
COC(=O)c1sccc1NC(=O)C1CC2CCC1C2 (stereo unspecified) | 9 | 116[fluorescence artefact?] | 1.1 | 4 | -2 | -4[fluorescence artefact?] | 3 | -7[fluorescence artefact?] | -1
CCC(C)n1c(C)nc2c(c1=O)c1nc3ccccc3nc1n2-c1ccc2c(c1)OCCO2 (stereo unspecified) | 8 | 256*[fluorescence artefact?] | 1 | -20 | 70 | 14 | nt | 31 | nt
N#CCc1ccc(NC(=O)Nc2cccc(Cl)c2)cc1 | 6 | 113 | 1.3 | -13 | -11 | 2 | -78 | -7 | 78
CCOC(=O)c1sc(=S)n(Cc2ccccc2)c1N | 4 | 106 | 1.1 | 14 | -1 | -5 | -7 | 3 | 6
COC(=O)c1ccccc1NC(=O)CSc1ccc(C)cc1 | 6 | 98 | 1.2 | nt | nt | 7[fluorescence artefact?] | 8 | -14 | -4
COc1ccc(-c2noc(Cc3cccs3)n2)cc1 | 4 | 83 | 1.5 | -2 | 2 | 0 | -11 | -3 | 11
CCCCN(CCCC)S(=O)(=O)c1ccc(NC(=O)Cc2cccs2)cc1 | 0 | 62 | 1 | 73 | 2 | 3 | -19 | 67* | 21
CCOC(=O)CN1CC23C=CC(O2)C(C(=O)NCc2ccc(F)cc2)C3C1=O (stereo unspecified) | 2 | 101 | 1.1 | -1 | -1 | -12 | nt | -6 | nt
COc1cc(C2NC(=S)NC(C)=C2C(=O)OC(C)C)ccc1OC(C)C (stereo unspecified) | 7 | 127 | 1.2 | nt | nt | 8 | 8 | 4 | -5
CCC(C)NC(=O)c1cnn2c1NC(c1cccs1)CC2C(F)(F)F (stereo unspecified) | 4 | 107 | nt | 6 | -2 | 8 | 8 | -3[fluorescence artefact?] | -11
O=C(NCc1cccnc1)c1cccc(Cl)c1 | 1 | 101 | 0.9 | -19 | 1 | 8 | 9 | -4[fluorescence artefact?] | -6
COc1ccc(OC)c(C(=O)CN2C(=O)NC(C)(c3ccccc3)C2=O)c1 (stereo unspecified) | 7 | 107 | 1 | nt | nt | -5 | 6 | -2 | -4
C=CCOC(=O)C1=C(C)OC(N)=C(C#N)C1c1ccccc1F (stereo unspecified) | -2 | 104 | 1 | -7 | -2 | 15[fluorescence artefact?] | -28 | 8 | 29
CC(C)CC(=O)NC(=S)Nc1cccc(NC(=O)c2ccccc2Cl)c1 | nt | nt | nt | -2 | 0 | nt | 8 | nt | -5
Cc1cccc(Oc2coc3cc(OC(=O)c4cc5ccccc5oc4=O)ccc3c2=O)c1 | nt | nt | nt | -11 | 53* | nt | -14 | nt | 13
COc1cc(C(=O)Nc2ccc(S(=O)(=O)Nc3onc(C)c3C)cc2)cc(OC)c1OC | 7 | 100 | 1.1 | 3 | -6 | -4 | -3 | 13[fluorescence artefact?] | 6
O=S1(=O)N=C(Nc2nncs2)c2ccccc21 | 2 | 129[fluorescence artefact?] | 1.1 | 4 | -2 | 7 | 8 | 10 | -6
Cn1c(SCC(=O)NC(C)(C)C)nnc1-c1cnccn1 | 1 | 101 | 1.1 | -20 | 5 | 1 | -8 | -8 | 7
O=C(Nc1ccc(N2CCCC2)c(Cl)c1)c1cccnc1 | 6 | 77[fluorescence artefact?] | 1.8 | nt | nt | 6 | -4 | 3 | 6
O=C(CNC(=O)C12CC3CC(CC(C3)C1)C2)NC1=NCCS1 | 11 | 119[fluorescence artefact?] | 1 | -5 | -4 | 7[fluorescence artefact?] | -6 | -2[fluorescence artefact?] | 5

Single records (already shown). Screens in order: Candida biofilm, ERa SRC1 pot, MT1-MMP txn act, CD11b adhes inh, CD11b adhes enh, Smad3 inh, sEH act, ERb SRC1 inh, sEH inhibitor
CC(C)CC(=O)NC(=S)Nc1cccc(NC(=O)c2ccccc2Cl)c1 is listed as nt, nt, nt, -2, 0, nt, 8, nt, -5
O=S1(=O)N=C(Nc2nncs2)c2ccccc21 is listed as 2, 129[fluorescence artefact?], 1.1, 4, -2, 7, 8, 10, -6
CCOC(=O)CN1CC23C=CC(O2)C(C(=O)NCc2ccc(F)cc2)C3C1=O (stereo unspecified) is listed as 2, 101, 1.1, -1, -1, -12, nt, -6, nt
O=C(CNC(=O)C12CC3CC(CC(C3)C1)C2)NC1=NCCS1 is listed as 11, 119[fluorescence artefact?], 1, -5, -4, 7[fluorescence artefact?], -6, -2[fluorescence artefact?], 5

Later entries:
SMILES | Candida biofilm | ERa SRC1 pot | MT1-MMP txn act | CD11b adhes inh | CD11b adhes enh | Smad3 inh | sEH act | ERb SRC1 inh | sEH inhibitor
c1ccc(Cn2nnnc2C(c2cccs2)N2CCSCC2)cc1 (stereo unspecified) | -3 | 113 | 1.1 | nt | nt | 13 | 11 | -2[fluorescence artefact?] | -13
O=C1CN(C(=O)c2ccc(Br)o2)C(c2ccccc2)c2cc(Cl)ccc2N1 (stereo unspecified) | 3 | 89 | 1.1 | 10 | -3 | 6 | 5 | -3 | -6
COc1ccc2cc(CN(Cc3ccco3)C(c3nnnn3C3CCCCC3)C(C)C)c(=O)[nH]c2c1 (stereo unspecified) | 8 | 147[fluorescence artefact?] | 1.2 | 13 | 4 | -23[fluorescence artefact?] | -3 | 6[fluorescence artefact?] | 1
O=C(NC1CCCC1)c1sc(=S)n2c1[nH]c(=O)c1ccccc12 | 3 | 96[fluorescence artefact?] | 1.3 | 95* | -8 | 9 | 4 | 10 | -7
C=CCS(=O)(=O)c1nc2ccccc2s1 | 8 | 111 | 1.1 | 0 | 6 | 2 | -5 | 13 | 5
Cc1ccc(Cn2ncc3c(N4CCOCC4)ncnc32)cc1 | 7 | 115 | 1.3 | -21 | -4 | 3 | -2 | -3 | 5
CC1CC(=O)C2=C(C1)Nc1ccccc1N=C2 (stereo unspecified) | 11 | 121 | 1.2 | -19 | -2 | 20[fluorescence artefact?] | -4 | 4 | 4
COc1ccc(CNC(=O)C/C(C)=N/NC(=O)C(c2ccccc2)c2ccccc2)cc1 | nt | nt | nt | -3 | 1 | nt | -8 | nt | 9
CCOc1ccc(-c2[nH]nc3c2C(c2cccnc2)C(C#N)=C(N)O3)cc1 (stereo unspecified) | 4 | 104[fluorescence artefact?] | 1.2 | 2 | -2 | -6 | 1 | 7[fluorescence artefact?] | 2
O=C(CCS(=O)(=O)c1ccc(Br)cc1)N1CCN(c2ccccc2Cl)CC1 | 0 | 101 | 1.1 | 8 | -1 | 10 | 10 | -2[fluorescence artefact?] | -8
O=C(NC1CCS(=O)(=O)C1)c1cnccn1 (stereo unspecified) | 11 | 128[fluorescence artefact?] | 1 | -32 | -2 | -4 | -5 | -3[fluorescence artefact?] | 6
CCN(C(=O)COc1ncnc2scc(-c3ccc(F)cc3)c12)C1CCS(=O)(=O)C1 (stereo unspecified) | 4 | 127 | 1.2 | -32 | -1 | -5 | -5 | -3[fluorescence artefact?] | 2
Cc1nn(-c2ccccc2)c(C)c1C(=O)OCC(=O)N1c2ccccc2NC(=O)C1(C)C | 5 | 73 | 1.1 | -16 | -2 | 4 | 11 | 0[fluorescence artefact?] | -9
O=C1c2ccccc2C(=O)N1CCCCn1c(=O)oc2ccccc21 | 7 | 106 | 1 | 0 | -2 | 4 | 1 | 2 | -1
COc1ccc(C2CC(=O)C(C=NCCN3CCNCC3)=C(O)C2)cc1OC (stereo unspecified) | 7 | 89 | 1.1 | 2 | -2 | -1 | nt | 2 | nt
O=C1C(Oc2ccccc2)C(c2cccs2)N1Cc1ccc2c(c1)OCO2 (stereo unspecified) | nt | nt | nt | 0 | -4 | nt | -5 | nt | 8
Cc1cc(C)nc(NS(=O)(=O)c2ccc(NC(=S)NC(=O)C(C)(C)C)cc2)n1 | 3 | 159 | 1.2 | -1 | -1 | -2 | -7 | -3 | 8
COC(=O)c1ccc(CSc2nnnn2C)o1 | 3 | 104 | 1.1 | -8 | -1 | 7 | nt | -3 | nt
Cc1c(C=O)c2ccccc2n1CC(=O)N1CCc2ccccc2C1 | 6 | 111 | nt | nt | nt | 4 | -16 | -4 | 16
CCc1nc(N[C@@H](CC(C)C)C(=O)O)c2oc3ccccc3c2n1 | 0 | 103 | 1.1 | nt | nt | 17 | 8 | -2 | -4
O=C(Nc1ccon1)c1csc2ccccc12 | 1 | 120 | 1.2 | 2 | -1 | -9 | -4 | -1 | 5
C/C=C/Cn1c(SCc2ccc(C)cc2)nc2c1c(=O)[nH]c(=O)n2C | -5 | 97[fluorescence artefact?] | 1.2 | -10 | -3 | 12 | -6 | 5 | 6
COc1ccc(NC(=O)CSc2nc(C)cc(C(F)(F)F)n2)cc1 | 3 | 96 | 1.1 | nt | nt | -5 | -15 | -6 | 10
CC1CCN(CCCNC(=O)c2n[nH]c(=O)c3ccccc23)CC1 | 5 | 107 | 1.2 | -6 | 1 | 6 | 7 | -1 | -7
CCOC(=O)c1cc(-c2cc3ccccc3o2)n[nH]1 | 9 | 85 | 1.2 | -6 | 0 | 5 | nt | 3 | nt
COc1ccc(-c2nnc3sc(C4CCCCC4)nn23)cc1OC | -3 | 130 | 0.9 | -1 | 1 | 10 | 1 | -13 | 0
COc1ccc2c(=O)cc(C(F)(F)C(F)(F)F)oc2c1 | 11 | 104[fluorescence artefact?] | 1 | 0 | -8 | 4 | -16 | 35[fluorescence artefact?] | 13
COc1cccc(C2CC(c3cccc(Br)c3)n3ncnc3N2)c1 (stereo unspecified) | 10 | 106 | 1.1 | -1 | 2 | -1 | 2 | -10 | -3
O=C(Nc1ccc(Cl)c(Cl)c1)C1CC(=O)N(c2ccc(Br)cc2)C1 (stereo unspecified) | 7 | 98 | 1.1 | nt | nt | -3 | -1 | 32 | 6
COc1ccc(/C=C2/C(=O)N=C(N)N2C)cc1OC | 4 | 99[fluorescence artefact?] | 1.1 | -5 | -2 | -1 | 0 | -12 | 3
O=C(CN1CCCN(Cc2ccc(F)cc2Cl)C1=O)NCc1ccccc1 | nt | nt | 1.1 | -4 | 3 | nt | 5 | nt | -7
COCc1cc(C)nc(Nc2ccc(C)cc2C)c1C#N | 3 | 121 | 1 | -2 | -5 | -2 | 3 | -8 | -4
O=C(C1CCN(Cc2ccc(OCc3ccccc3)cc2)CC1)N1CCCC1 | 6 | 115 | 1.2 | nt | nt | 2 | nt | -6 | nt
CC12C(=O)N(c3nccs3)C(=O)C1C1C=CC2C1 (stereo unspecified) | 2 | 122 | 1.1 | -13 | 2 | 6 | 4 | 0 | -3
CC(C/C=N/NC(=O)COc1cc(Cl)ccc1Cl)c1ccccc1 (stereo unspecified) | nt | nt | nt | -4 | 2 | nt | -32 | nt | 34
CC(C)N1CCN(c2ccncc2S(=O)(=O)N2CCOCC2)CC1 | nt | nt | nt | -3 | -4 | nt | 10 | nt | -8
COC(=O)CC1C(=O)NCCN1C(=O)Nc1ccccc1 (stereo unspecified) | 2 | 138 | 1.3 | 2 | -3 | 4 | -7 | 1[fluorescence artefact?] | 9
Cc1ccc2nc(C)cc(Nc3ccc4c(c3)OCCO4)c2c1 | nt | nt | nt | 3 | 2 | nt | 7 | nt | -6
COc1ccc(C(=O)N2CCCC(c3nc(-c4ccc(OC)c(OC)c4)no3)C2)c(OC)c1 (stereo unspecified) | 6 | 112 | 0.9 | 12 | 2 | -5 | -7 | -9[fluorescence artefact?] | 8
COc1cc(OC)cc(C(=O)NCC2CCCO2)c1 (stereo unspecified) | 3 | 116 | 1 | -10 | -4 | 0 | nt | -3 | nt
Cc1cc2nc(C)c(Cc3ccccc3)c(=O)n2[nH]1 | 8 | 66[fluorescence artefact?] | 1.1 | -12 | -7 | -11 | 3 | 8 | -3
CCc1cccc(NC(=O)CCSCCC(=O)Nc2cccc(CC)c2)c1 | 13 | 108 | nt | 3 | 4 | -3 | -50 | 0 | 50
CCOC(=O)c1cnn(-c2ncnc3c2cnn3Cc2ccccc2)c1N | 2 | 169 | 1.1 | nt | nt | 2 | -1 | 16 | -1

The list is partial, so the mix of outcomes need not match the whole.
